Screening results from PubChem.
Tb MetRS inh: Trypanosoma brucei MetRS inhibition; purified T. brucei MetRS, ATP depletion, Kinase-Glo luminescence; inhibition, % at 11.9 µM; actives 0.4% (n = 360,000); AID 624268;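 active means inhibition above a per-plate cutoff of the control wells' mean inhibition plus 3 SD, cut at about 5.5% in these data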;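 further: 0% = DMSO wells median and 100% = median of wells with control inhibitor compound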
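Measured by: Kinase-Glo luciferase luminescence reporting remaining unconsumed ATP. Material: purified T. brucei MetRS enzyme. Doses: 11.9 µM compound single dose, 0.9% DMSO. Medium: HEPES buffer containing pyrophosphatase, BSA, spermine, DTT. Times: 15 min preincubation, 2 h reaction, all 25 °C. Reagent: methionine, ATP and bulk E. coli tRNA.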
CendR NRP1 mod: NRP-1/CendR interaction modulation; O14786; FAM-RPARPAR peptide binding to NRP-1, fluorescence polarization; inhibition, % at 25 µM; actives 0.85% (n = 360,000);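 active means inhibition or corrected inhibition above about 18%, plus a signal ratio from 0.5 to 1.5, limit read from the data, passing the limit was not always enough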; further: strong numbers were not always called active
FAS TE block: inhibitors of human fatty acid synthase thioesterase domain | inhibition, % at 15 µM | actives 0.67% (n = 360,000) | AID 602261 | recombinant FAS-TE, OMFH fluorogenic substrate, fluorescence endpoint;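 active means compounds whose normalised, plate-corrected inhibition of enzyme fluorescence in the single-dose primary screen is 50% or more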;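 further: 0% = DMSO with enzyme and 100% = substrate without enzyme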
MsrA inhibitor: bovine MsrA inhibition; purified bovine MsrA, absorbance read-out; inhibition, % at 15.5 µM; actives 0.75% (n = 360,000); AID 651718; in the data active means inhibition above about 4.5%;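 further: 0% = vehicle wells with enzyme and 100% = reference inhibitor wells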
SKN-1 block: blocks SKN-1 activity in C. elegans | C. elegans VP596 Pgst-4::GFP/RFP ratio, acrylamide-induced, 24 h | inhibition, % at 21.8 µM | actives 0.49% (n = 360,000);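 active means interference check ratio from 0.5 to 1.5 plus GFP to RFP signal ratio inhibition reaching or exceeding a fixed threshold, cut at about 30% in these data, passing the limit was not always enough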; further: some compounds called inactive have numbers as strong as hits
eLon inh: inhibits E. coli Lon protease | P0A9M0 | purified E. coli Lon protease, fluorescence polarization | inhibition, % at 7.94 µM | actives 0.42% (n = 360,000) | AID 602123; in the data active means inhibition above about 13%, passing the limit was not always enough;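 further: 0% = enzyme with probe and DMSO and 100% = no enzyme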
bovine MsrA act: activates bovine MsrA enzyme; purified bovine MsrA, absorbance read-out; activation, % at 10.6 µM; actives 0.3% (n = 360,000); AID 602163; in the data active means activation above about 7.5%;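 further: 0% = vehicle and 100% = reference activator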
MT1-MMP act inh: blocks activation of human MT1-MMP; P50281; HT1080 RFP-PRO-GFP cells, GFP/RFP ratio fluorescence, overnight; percent of plate control window, DMSO zero; GFP/RFP ratio change, % at 20 µM; actives 0.061% (n = 360,000); AID 651647;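 active means GFP/RFP ratio change of at least 30% with cell ATP level not reduced by more than half and red fluorescence within 50% of control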; further: strong numbers were not always called active
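Test system: HT1080 RFP-PRO-GFP cells; Benchmarks: DMSO and RFP-L50D-GFP cell wells; Timing: cells overnight before dosing, compound overnight, 37 °C, 5% CO2; Compound: one 20 µM compound dose with 1% DMSO; Read-out: GFP/RFP fluorescence ratio.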
MLLE-PAM2 inh: blocks PAM2 peptide binding to the PABP1 MLLE domain | GST-MLLE / FITC-PAM2 fluorescence polarization | P11940 | actives 0.36% (n = 360,000) | AID 588489 | inhibition, % at 20 µM; in the data active means inhibition above about 35%, passing the limit was not always enough;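 further: plate controls were DMSO wells with GST-MLLE for no effect and wells lacking GST-MLLE protein for full effect; some results filed as inactive read as strong as hits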
Target sequence (P11940 whole entry, looked up, the tested form may be a part): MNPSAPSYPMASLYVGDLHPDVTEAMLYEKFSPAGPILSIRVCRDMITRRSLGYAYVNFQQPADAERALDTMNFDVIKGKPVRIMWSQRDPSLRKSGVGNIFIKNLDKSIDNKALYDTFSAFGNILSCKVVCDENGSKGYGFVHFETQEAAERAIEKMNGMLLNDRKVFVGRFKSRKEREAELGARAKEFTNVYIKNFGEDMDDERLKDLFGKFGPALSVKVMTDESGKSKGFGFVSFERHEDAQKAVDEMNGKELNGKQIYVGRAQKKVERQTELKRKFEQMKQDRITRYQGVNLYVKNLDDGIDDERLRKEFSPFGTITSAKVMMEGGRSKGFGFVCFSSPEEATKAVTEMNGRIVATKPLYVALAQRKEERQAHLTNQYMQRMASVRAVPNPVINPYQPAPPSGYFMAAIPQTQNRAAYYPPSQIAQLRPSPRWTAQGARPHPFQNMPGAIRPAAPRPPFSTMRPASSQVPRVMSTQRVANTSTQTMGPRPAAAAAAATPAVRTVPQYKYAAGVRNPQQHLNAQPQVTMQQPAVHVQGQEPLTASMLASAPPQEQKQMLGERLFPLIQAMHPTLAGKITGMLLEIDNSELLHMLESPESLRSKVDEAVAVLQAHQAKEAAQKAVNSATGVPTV
Active calls of the source: *; . = no result given.

SMILES	Tb MetRS inh	CendR NRP1 mod	FAS TE block	MsrA inhibitor	SKN-1 block	eLon inh	bovine MsrA act	MT1-MMP act inh	MLLE-PAM2 inh
CN1C(=O)/C(=C2\SC(N)=NC2=O)c2ccccc21	-1.3	-3	-11	0.8	0	1	-6	8	5
CCN1CCc2c(OCc3ccc(C)cc3)cccc2C1=O	-0.8	1	-1	-0.4	-1	-1	0	1	9
COC(=O)c1ccc(CN2CCN(C3CCCC3)C(CCO)C2)cc1 (stereo not given)	0.5	12	-4	1.8	6	-7	-3	4	-4
Cc1c(NC(=S)NC(=O)C(C)(C)C)cccc1[N+](=O)[O-]	-0.5	-2	-2	-0.3	6	-2	-4	1	34
Cc1ccc2c(c1)N(CC(=O)NCCCN1CC(C)CC(C)C1)C(=O)c1cccnc1O2 (stereo not given)	0.0	4	-5	-0.6	-1	4	-1	-2	7
O=C(O)c1ccccc1NC(=S)NC(=O)c1cccc2ccccc12	-1.1	2	-3	2.4	10	-2	-5	1	31
O=C(COC(=O)C1CC1)NCCc1ccccc1	0.1	6	-9	-0.2	8	-3	-2	-4	12
C=CCn1c(SCc2c(C)noc2C)nc2sc(C)c(C)c2c1=O	-0.8	-1	25	-0.4	6	-1	0	14	2
CC(C)c1cccc(-c2csc(C(C)(O)c3ccncc3)n2)c1 (stereo not given)	0.1	-15	10	-0.6	0	13	-1	-21	-20
Cc1ccc2c(CN3CCCCC3)cc(=O)oc2c1	-0.8	-4	-5	2.0	-12	-8	1	-2	8
Cc1ccc(CNC(=O)c2ccc(NC3=NC4CS(=O)(=O)CC4S3)cc2)cc1 (stereo not given)	-0.8	-9	-6	1.8	12	-6	0	0	-140
COC(=O)c1ccc(NC(=O)C2CCCN2C(=O)Nc2cccc(C(C)=O)c2)cc1 (stereo not given)	0.7	8	-6	-0.5	7	-1	-3	0	2
CCCCCCCCN1C(=O)[C@H](CC(=O)NCCCCc2ccccc2)C[C@@]2(C(=O)OC)CCCCC=C12	-1.0	23	14	-0.2	4	-5	-1	-9	.
CC(C)Oc1ccc2c3c(c(=O)oc2c1)CCC3	0.1	-6	2	-0.2	8	5	0	2	5
COc1cc2ccccc2cc1C(=O)NC(=S)Nc1ccc(C(=O)O)cc1	-0.5	-82	9	-0.7	17	7	-5	5	26
O=C(c1ccccc1)N1CCCCC1	1.1	-10	-3	0.1	7	4	-1	-3	-9
CC1CN(CC(O)c2ccc(Br)cc2)CCO1 (stereo not given)	-0.2	2	-5	1.2	6	6	-6	0	-6
Cc1c(N=C2NC(=O)/C(=C/c3ccc(O)cc3)S2)c(=O)n(-c2ccccc2)n1C	-0.5	-26	-10	3.2	-3	-36	-9	-1	-1
COc1ccc(NS(=O)(=O)c2cc(NC(=O)Cn3cnc4c3c(=O)n(C)c(=O)n4C)ccc2C)cc1	-0.5	4	-1	0.8	-3	-5	-7	-2	-6
COc1ccc(NC(=O)CCN2CCN(Cc3ccccc3)CC2)c(OC)c1	0.1	4	-3	-0.1	4	-4	-1	-3	14

Looked up above:
Tb MetRS inh, Cc1c(N=C2NC(=O)/C(=C/c3ccc(O)cc3)S2)c(=O)n(-c2ccccc2)n1C reads -0.5
MsrA inhibitor, CC1CN(CC(O)c2ccc(Br)cc2)CCO1 (stereo not given) reads 1.2

Additional structures follow.
SMILES	Tb MetRS inh	CendR NRP1 mod	FAS TE block	MsrA inhibitor	SKN-1 block	eLon inh	bovine MsrA act	MT1-MMP act inh	MLLE-PAM2 inh
CNCCC(=O)N1c2ccccc2CCc2ccc(NC(=O)OC)cc21	0.1	4	-6	0.9	-5	-5	-1	7	0
CCC(C)(C)NC(=O)C(c1ccc(OC)cc1)N(C(=O)CCC(=O)Nc1cc(C)on1)C(C)(C)C (stereo not given)	0.1	11	1	0.4	9	0	0	-1	-18
Cc1ccccc1NC(=O)Cc1nc(COC(=O)c2cccc(O)c2)cs1	-0.4	5	0	-0.8	42*	-10	-1	-2	-24
COc1ccc(C2CC(C(F)(F)F)n3nc(C(N)=O)c(Cl)c3N2)cc1OC (stereo not given)	-0.1	8	-8	0.0	-10	-5	2	-2	-6
CN(CC(=O)Nc1ccc(Cl)c(C(F)(F)F)c1)C(=O)/C=C/c1cccs1	21*	-1	47	0.5	-2	-5	-1	1	5
COc1cc(OC)cc(-c2noc(-c3csc([C@H]4C[C@H](O)[C@@H](CO)O4)n3)n2)c1	-0.2	-8	-2	0.7	7	10	-2	5	15
Cc1nc(-c2cccs2)sc1C(=O)O	0.3	-2	-7	2.5	0	-6	-3	-4	4
O=C(Cn1[nH]c(=O)c2ccccc2c1=O)Nc1ccc2c(c1)CCC2	-0.5	-3	3	1.2	20	-1	0	-3	-16
CC(C)CC(NC(=O)c1ccccc1)C(=O)OCC(=O)Nc1ccc(S(N)(=O)=O)cc1 (stereo not given)	-0.3	5	-6	0.7	8	-4	-7	3	0
O=C(Nc1ccccc1Cl)c1cc(C2CCCN(C(=O)c3ccc4c(c3)CCO4)C2)on1 (stereo not given)	-0.2	7	22	0.1	-1	-13	-2	2	-1
CCN(CC)C(=O)c1c(NC(=O)c2ccccc2)sc(C)c1C	-1.0	10	-9	3.8	-8	-8	-10	1	5
O=C(CCn1nc(-c2ccccc2)c2ccccc2c1=O)Nc1cccnc1	-0.2	4	-10	-1.3	0	-9	-12	1	-153
O=C(Nc1cccc2c1N(C(=O)c1ccco1)CCC2)c1ccco1	0.2	2	-5	-0.9	9	-8	-1	-2	-3
CCN(CC(=O)Nc1c(F)cccc1F)C(=O)c1ccc(=O)[nH]c1	-0.1	5	-2	-0.4	5	7	-10	2	7
Nc1sc2c([n+]1CCCS(=O)(=O)[O-])CCCC2	-0.8	8	-8	-0.7	3	-17	-12	-2	-1
COc1ccc(-n2nc3c(N4CCC(C(=O)NCc5ccccc5C)CC4)nnc(C)c3c2C)cc1	0.1	-36	4	.	-8	-14	-4	0	-129
COc1ccc(/C=N/NC(=O)CCCC(=O)NC2CCCCC2)cc1	-1.8	4	-7	0.4	-13	-6	-8	-1	10
COc1ccc(N(C(=O)CNC(=O)c2ccco2)C(C(=O)NCC2CCCO2)c2ccccc2)cc1OC (stereo not given)	-1.0	4	-6	-0.1	5	6	-8	-2	-3
O=C(Nc1ccc2c(c1)OCO2)c1cc(C2CCCN(C(=O)CCCc3ccccc3)C2)on1 (stereo not given)	0.1	0	18	-0.1	-5	-6	0	-3	12
O=C(O)CCn1ccc2cc(S(=O)(=O)N3CCCCCC3)ccc21	-1.2	2	-5	0.2	-5	0	-10	1	-5
O=C(Cc1n[nH]c(=O)c2ccccc12)Nc1cccc(S(=O)(=O)N2CCCC2)c1	0.5	-12	0	-0.9	6	-4	-2	0	0
O=C(c1cnn2c(C(F)F)cc(-c3ccccc3)nc12)N1CCCc2ccccc21	0.1	9	27	.	-6	10	-3	-11	-15
CCCCCCNC(=O)CCc1nc2cccnc2n1Cc1ccc(OC)cc1	-0.8	-3	8	-0.8	0	-1	-2	-3	-2
O=C(COC(=O)c1cc[n+]([O-])cc1)Nc1ccc(Cl)cc1C(F)(F)F	-0.3	8	-6	.	-22	6	-7	-2	11
O=C(N/N=C/c1cccnc1)c1ccc2c(c1)OCO2	0.4	4	-5	0.3	-1	-3	-2	4	-15
Cc1nn(C)c(=O)n1-c1ccc(OCc2ccccc2)cc1	-0.9	2	-10	.	5	-4	-3	9	-13
CC(=O)N/C(=C\c1ccccc1)C(=O)N1CCOCC1	-1.0	-7	-14	-0.1	8	-9	-10	1	-4
O=C(CC1C(=O)NCCN1Cc1cccc(C(F)(F)F)c1)NC1CCCCCC1 (stereo not given)	0.0	7	-2	.	20	-8	-1	2	-3
CC1Cc2cc(S(=O)(=O)N3CCCCC3C)ccc2N1C(=O)C1CCC1 (stereo not given)	-0.2	10	18	-1.2	7	-4	-1	2	-3
CCC(=O)Nc1ccc(N2CCCCC2)c(C(=O)Nc2ccc(OC)cc2)c1	-0.3	9	17	0.4	-10	-6	-3	1	-9
Cc1ccc(C(=O)COC(=O)CCC(=O)NC2CCCCC2)cc1[N+](=O)[O-]	-0.6	-9	12	0.1	-1	2	-9	1	3
COC(=O)c1ccc(NC(=O)N2CCOCC2)cc1	0.2	8	-8	-0.9	22	4	-3	1	-12
Cc1ccc(-n2c(SCC(=O)NCc3ccco3)nnc2-c2cccnc2)cc1	-0.9	12	-5	0.7	13	3	-1	2	11
CCOc1ccc(NC(=O)CS(=O)(=O)c2cn(CC)c3ccccc23)cc1	-0.4	-16	-3	0.8	3	15	0	-5	-2
CCc1nnc(NC(=O)Cc2sc(C)nc2-c2ccc(C)cc2)s1	-0.7	0	1	-0.1	-20	-5	-12	-6	9
Cc1cc(=O)nc2c3ccccc3n(C(C)C(=O)Nc3cc(F)ccc3F)n12 (stereo not given)	-0.5	-3	5	0.4	-1	-13	-2	0	20
CC(C)C(NC(=O)OC(C)(C)C)C(=O)NC(CCC(=O)OCc1ccccc1)C(N)=O (stereo not given)	-0.4	0	-1	0.2	2	8	-3	-9	-4
CCCNC(=O)c1ccccc1NC(=O)c1ccc(CSc2ccccc2)cc1	-0.2	8	28	1.6	-8	-11	2	-3	9

Structures above with a halogen (9):
SMILES	Tb MetRS inh	CendR NRP1 mod	FAS TE block	MsrA inhibitor	SKN-1 block	eLon inh	bovine MsrA act	MT1-MMP act inh	MLLE-PAM2 inh
CC1CN(CC(O)c2ccc(Br)cc2)CCO1 (stereo not given)	-0.2	2	-5	1.2	6	6	-6	0	-6
COc1ccc(C2CC(C(F)(F)F)n3nc(C(N)=O)c(Cl)c3N2)cc1OC (stereo not given)	-0.1	8	-8	0.0	-10	-5	2	-2	-6
CN(CC(=O)Nc1ccc(Cl)c(C(F)(F)F)c1)C(=O)/C=C/c1cccs1	21*	-1	47	0.5	-2	-5	-1	1	5
O=C(Nc1ccccc1Cl)c1cc(C2CCCN(C(=O)c3ccc4c(c3)CCO4)C2)on1 (stereo not given)	-0.2	7	22	0.1	-1	-13	-2	2	-1
CCN(CC(=O)Nc1c(F)cccc1F)C(=O)c1ccc(=O)[nH]c1	-0.1	5	-2	-0.4	5	7	-10	2	7
O=C(c1cnn2c(C(F)F)cc(-c3ccccc3)nc12)N1CCCc2ccccc21	0.1	9	27	.	-6	10	-3	-11	-15
O=C(COC(=O)c1cc[n+]([O-])cc1)Nc1ccc(Cl)cc1C(F)(F)F	-0.3	8	-6	.	-22	6	-7	-2	11
O=C(CC1C(=O)NCCN1Cc1cccc(C(F)(F)F)c1)NC1CCCCCC1 (stereo not given)	0.0	7	-2	.	20	-8	-1	2	-3
Cc1cc(=O)nc2c3ccccc3n(C(C)C(=O)Nc3cc(F)ccc3F)n12 (stereo not given)	-0.5	-3	5	0.4	-1	-13	-2	0	20

Random draw from the library (roughly 4% active in at least one column).
